Menin-MLL TR inh: menin-MLL binding inhibition, Texas Red mutant peptide. O00255. Menin + Texas Red MLL mutant peptide, fluorescence polarization. Potency, µM (series often up to 61.6 µM), without a hit: at the highest dose FP activity change, negative = inhibition, usual class: inhibitors. 270,000 compounds, 0.23% hits; active = well fitted inhibition curve with a large enough effect in the polarisation, with a control signal flat, not every such curve was filed as active; inconclusive = small, poorly fitted or top-dose-only effect, or effect the other way, or a change in a side signal; inactive = no such curve, though single readings can be large or run the other way; the % refers to the polarisation; note: potency is the fitted concentration of half-maximal effect; % of control where 0% means no effect; many of its hits are not listed in these tables
BRCA1 expr up: activators of BRCA1 expression | MCF7-BRCA1-FFLuc reporter, luminescence, 48 h; response scale: scaled: vehicle 0%, 10 µM genistein 100% | Potency, µM (series often up to 46.1 µM), without a hit: at the top dose activation, most hits filed as activators | 380,000 compounds, 1.1% hits; note: potency is the fitted concentration of half-maximal effect; nearly all actives have a fitted effect of over 80% in size; some results filed as inactive show a strong effect at the top dose
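Quantitative HTS in MCF7 cells stably reporting BRCA1 expression via firefly luciferase. Compound treatment lasts 48 h at 37 °C in phenol-red free MEM. Activation is expressed relative to genistein at 10 microM and DMSO.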
NPC1 prom act: activators of NPC1 promoter. Potency, µM (highest dose often 9.22 µM), for the others: top-dose activation, hits mostly activators. Huh7 NPC1 promoter luciferase reporter, 24 h. AID 485313. 320,000 compounds, 2.4% hits;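 note: potency is the fitted concentration of half-maximal effect; % of control where 0% means no effect; nearly all actives have a fitted effect of over 60% in size; reporter is driven by a mutant NPC1 promoter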
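Huh7 reporter cells (NPC1 promoter driving luciferase) are dosed with compound for 24 h at 37 °C, 5% CO2; luciferase detection reagent is then added and luminescence measured after 10 min at ambient temperature.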
Gal4-VP16 FLuc: Gal4-VP16 reporter inhibition counter-screen. 310,000 compounds, 3.5% hits. Drosophila S2 Gal4-VP16 UAS-luciferase, luminescence, 20 h. Potency, µM (highest dose often 53.6 µM), for the others: top-dose activity, negative = inhibition, actives largely listed as inhibitors. AID 2546;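 note: Gal4-VP16 expression switched on by copper sulfate through the metallothionein promoter; potency is the fitted concentration of half-maximal effect; % is set by controls: 0 for no effect and ±100 for the full control effect; nearly all actives have a fitted effect of over 50% in size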
ELG1 genotox: inducers of genotoxicity in HEK293T ELG1-luciferase cells. HEK293T ELG1-luciferase reporter, luminescence, 16 h. Potency, µM (doses to about 46 µM), without a hit: top-dose activity change, positive = activation, most hits filed as activators. 330,000 compounds, 1.3% hits. AID 504466; note: potency is the fitted concentration of half-maximal effect; % of control where 0% means no effect; nearly all actives have a fitted effect of over 60% in size
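ELG1-luciferase HEK293T cells, 2,000/well; compound pinned in; 16 hr, 37 °C, 5% CO2; ONE-Glo, 30 min RT; luminescence on CCD imager.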
Rab9 promoter act: Rab9 promoter activation. Potency, µM (series often up to 9.22 µM), for inactives: at the highest dose activation, negative = inhibition, hits mostly activators. Huh7 Rab9 promoter-luciferase reporter, luminescence, 24 h. 320,000 compounds, 2.8% hits; note: potency is the fitted concentration of half-maximal effect; % of control where 0% means no effect; nearly all actives have a fitted effect of over 60% in size
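Huh7 cells stably carrying a Rab9 promoter-luciferase reporter, 1500 cells per well in OP-MEM I with 10% FBS, treated with compound 24 hours at 37C. Luciferase activity read by luminescence after 10 minutes with Amplite reagent.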
p53 reactivation: mutant p53 re-activation in reporter cells; Potency, µM (series often up to 92.2 µM), for the others: top-dose activity change, positive = activation, usual class: activators; 320,000 compounds, 0.063% hits; H1299 p53-A138V BP100-luciferase reporter, luminescence, 24 h; note: potency is the fitted concentration of half-maximal effect; % of control where 0% means no effect; nearly all actives have a fitted effect of over 45% in size
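H1299 (p53-null), stable ts p53-A138V + BP100-Luc; 1000 cells/well, Opti-MEM/10% FBS; cpd 4 pt, 1:5; 24 h, 37 deg C, 5% CO2; detection reagent 10 min RT; luminescence.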
PKM2 act: increases activity of human pyruvate kinase M2 | P14618 | purified PKM2, Kinase-Glo ATP luminescence, activation; response scale: 0% is enzyme alone, no compound | Potency, µM (highest dose often 57.5 µM), for inactives: at the highest dose activation, actives largely listed as activators | 260,000 compounds, 0.34% hits; note: potency is the fitted concentration of half-maximal effect; % is set by controls: 0 for no effect and ±100 for the full control effect; nearly all actives have a fitted effect of over 55% in size
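ATP formation by purified human PK-M2, quantified via coupled luciferase luminescence after 1 h at room temperature with 0.1 mM ADP and 0.5 mM PEP final.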
Giardia kill: Giardia lamblia killing; activity change, % at 7.66 µM, hits read low; Giardia lamblia trophozoite viability; 340,000 compounds, 0.15% hits; in the data active = activity change below about -80%; inconclusive = between about -30% and that limit;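 note: parasites exposed to compound for two days anaerobically before the ATP read; % is set by controls: 0 for no effect and ±100 for the full control effect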
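Anaerobic 48 hrs incubation at 37 deg C of 100 trophozoites/well with test compounds; ATPLite 1-Step luminescence, 15-30 min RT, reports cellular ATP as viability.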
RORg inh: ROR gamma (mouse) transcription inhibition; Drosophila S2 Gal4-RORgamma UAS-luciferase reporter, 20 h; Potency, µM (doses to about 53.6 µM), for inactives: at the top dose activity change, negative = inhibition, most hits filed as inhibitors; 310,000 compounds, 5.4% hits; AID 2551; note: potency is the fitted concentration of half-maximal effect; % is set by controls: 0 for no effect and ±100 for the full control effect; nearly all actives have a fitted effect of over 60% in size
Target sequence (P51450 whole entry, looked up, the tested form may be a part): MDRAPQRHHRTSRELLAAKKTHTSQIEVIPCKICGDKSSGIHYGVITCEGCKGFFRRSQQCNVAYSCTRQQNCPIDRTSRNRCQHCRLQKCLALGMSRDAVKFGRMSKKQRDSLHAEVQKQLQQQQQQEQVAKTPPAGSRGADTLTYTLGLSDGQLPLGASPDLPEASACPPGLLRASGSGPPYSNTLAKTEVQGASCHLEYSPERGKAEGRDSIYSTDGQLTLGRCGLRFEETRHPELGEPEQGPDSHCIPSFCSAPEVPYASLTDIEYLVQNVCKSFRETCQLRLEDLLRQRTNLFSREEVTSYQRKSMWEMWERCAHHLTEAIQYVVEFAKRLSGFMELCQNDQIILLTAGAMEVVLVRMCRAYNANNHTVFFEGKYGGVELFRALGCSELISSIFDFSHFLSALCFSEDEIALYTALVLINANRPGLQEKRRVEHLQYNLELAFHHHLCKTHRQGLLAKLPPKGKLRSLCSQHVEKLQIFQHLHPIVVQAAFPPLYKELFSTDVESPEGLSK
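Stable Schneider cell line, Gal4 DNA-binding domain fused to ROR gamma, UAS-luciferase. Cmpd 1 hr RT → CuSO4 700 uM final → 20 hr RT → luciferase reagent 10 min → luminescence.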
FLuc counter: inhibits or activates purified firefly luciferase, miR-21 counter-screen; P08659; purified FLuc, Km substrates, luminescence inhibition; Potency, µM (series often up to 57.5 µM), for inactives: at the highest dose activity change, negative = inhibition, usual class: inhibitors; 360,000 compounds, 6.9% hits; AID 588342;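 note: potency is the fitted concentration of half-maximal effect; plate controls were vehicle for no effect and reference inhibitor for full effect; nearly all actives have a fitted effect of over 55% in size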
Target sequence (P08659 whole entry, looked up): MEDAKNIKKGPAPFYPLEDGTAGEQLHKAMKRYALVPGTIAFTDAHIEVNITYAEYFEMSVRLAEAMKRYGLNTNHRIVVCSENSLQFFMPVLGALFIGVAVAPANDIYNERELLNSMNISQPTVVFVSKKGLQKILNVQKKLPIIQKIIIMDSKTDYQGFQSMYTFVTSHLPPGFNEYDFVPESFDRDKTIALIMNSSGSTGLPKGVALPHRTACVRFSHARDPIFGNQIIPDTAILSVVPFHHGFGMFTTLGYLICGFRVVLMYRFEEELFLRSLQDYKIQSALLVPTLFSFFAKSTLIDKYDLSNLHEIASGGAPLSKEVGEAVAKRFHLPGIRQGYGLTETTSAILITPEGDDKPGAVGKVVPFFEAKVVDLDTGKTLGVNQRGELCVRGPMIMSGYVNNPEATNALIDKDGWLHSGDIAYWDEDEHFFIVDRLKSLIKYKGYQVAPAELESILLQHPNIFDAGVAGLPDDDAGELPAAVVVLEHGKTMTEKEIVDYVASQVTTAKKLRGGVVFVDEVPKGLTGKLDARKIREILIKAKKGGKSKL
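Biochemical qHTS of compounds, final roughly 60 µM downward over six points, against 10 nM purified firefly luciferase using Km concentrations of substrates (10 uM D-luciferin, 10 uM ATP) in Tris acetate pH 7.5 buffer; luminescence output.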
Numbers without * were called inactive; ? = inconclusive; / = not tested or not shown; & = joins results of further samples; [ ] = remark or other dose. Unless noted, calls come from the whole dose curve; as a rule, active = well fitted curve in the direction sought with a large enough effect; inconclusive = small, poorly fitted or top-dose-only effect, or another doubt; inactive = no such curve, though single readings can be large; an effect the other way counts as inactive or inconclusive. An excerpt; rates above refer to the full screens.

Each structure is followed by: Menin-MLL TR inh	BRCA1 expr up	NPC1 prom act	Gal4-VP16 FLuc	ELG1 genotox	Rab9 promoter act	p53 reactivation	PKM2 act	Giardia kill	RORg inh	FLuc counter
- CCOC(=O)c1ccc(NC(=O)N2CCc3ccccc3C2)cc1
→ 34%[activator]	52%	-1%	-4%	13%	18%	-8%	-4%	-24	12%	?
- O=C(CCc1nc2ccccc2c(=O)[nH]1)Nc1nnc(SCc2ccccc2)s1
→ /	-2%	-5%	/	4%	-1%	-3%	/	-8	/	-1%
- N=C1C(c2nc(-c3ccc(Cl)cc3)cs2)=C(O)CN1NC(=O)c1ccc(O)cc1
→ /	66%	18%	3%	12%	16%	7%	6%	31[activator]	-22%	?
- COc1cccc(C(=O)NC2=NCCS2)c1OC
→ ?	13µM*	28%	/	?	?	?	7%	-2	-38%[0.365 µM]	?
- O=C(NCc1ccccn1)c1ccc(-c2ccccc2)cc1
→ 1%	13µM*	?	-4%	?	?	16%	-3%	3	21%	12µM*
- O=C(Nc1c(C(=O)N2CCOCC2)cnn1-c1ccccc1)c1cccc(F)c1
→ /	-23%	-3%	0%	4%	4%	2%	-2%	-30	-30%	-1%
- Cc1ccc2nc(-c3ccccc3)cc(C(=O)N3CCc4ccccc4C3)c2c1
→ 9%	-56%	0%	?	-1%	-1%	2%	1%	-2	?	?
- Cc1nc(Nc2ccccc2)sc1C(=O)c1ccc(F)cc1
→ 50%[activator]	69%	?	?	15%	?	25%	/	-5	?	19µM*
- O=C(CSc1ccc(-c2ccco2)nn1)NCc1ccc(F)cc1
→ -9%	-27%	-1%	15%	1%	9%	-7%	0%	17	33%	-14%
- CCCc1cc(=O)[nH]c2nnc(SCC(=O)Nc3nnc(SCC)s3)n12
→ /	3%	-3%	/	1%	0%	4%	/	20	/	3%
- Cc1cc(NC(=O)c2cc3ccccc3o2)cc(C)c1OCC(=O)N1CCOCC1
→ 10%	81%	8%	1%	-16%	-4%	?	-9%	0	-13%	12µM*
- Cc1ccc(-n2cccc2/C=C2\C(=N)N3N=C(c4ccco4)SC3=NC2=O)cc1
→ ?	-10%	-3%	0%	-2%	-3%	1%	18%	?	-5%	?
- O=S(=O)(NCCCCCNS(=O)(=O)c1ccccc1)c1ccccc1
→ 13%	-42%	-3%	?	-11%	-3%	-11%	1.4µM*	6	-28%[0.365 µM]	-5%
- O=C(NCC(F)(F)F)Nc1nnc(C(F)(F)F)s1
→ -2%	-4%	13%	-18%	-12%	11%	0%	-3%	14	-11%[10 µM]	0%
- O=S(=O)(c1cccs1)N1CCN(c2ccccc2F)CC1
→ 2%	-21%	0%	15%	-5%	-4%	-3%	/	24	11%	5%
- Cc1cc(C(=O)CSc2nnc(C3CC3)n2C2CC2)c(C)n1C(C)C
→ /	7%	6%	/	4%	5%	?	/	-11	/	12µM*
- Cc1ccc(C(=O)NNC(=O)CCC(=O)Nc2cc(C)on2)cc1
→ 2%	-2%	-1%	-4%	0%	1%	5%	-1%	10	-11%[10 µM]	-12%
- COc1ccccc1-c1ccc(=O)n(CC(=O)NCC2CCCO2)n1 (configuration not stated)
→ 2%	-2%	-1%	17%	1%	-12%	-1%	3%	-6	-5%	-1%
- Cc1ccc(S(=O)(=O)N(CCC(=O)O)Cc2ccc(Cl)cc2)cc1
→ 9%	11%	1%	15%	-1%	-6%	-3%	-1%	-1	-1%	3%
- O=C(c1ccc(Cl)cc1Cl)C1(n2cncn2)Oc2ccccc2C1O (configuration not stated)
→ 0%	-53%	2%	0%	0%	12%	-26%	4%	15	4%	2%
- Cc1cccc(C)c1NC(=S)/C(=C(\[O-])c1cccs1)[n+]1ccccc1
→ 3%	-7%	5%	20µM*	-1%	-2%	-1%	-19%	-3	?	0%
- COc1ccc(N(Cc2cc(=O)[nH]c3ccccc23)C(C)=O)cc1
→ -28%	5%	-1%	-2%	0%	1%	10%	/	1	32%	-3%
- CCOC(=O)N1CCC(N2C(=O)c3ccc(C(=O)NCCC(C)C)cc3C2=O)CC1
→ -24%	-1%	0%	-5%	1%	0%	-1%	/	0	20%	1%
- O=c1c2ccccc2nnn1CSc1nnc2sc3ccccc3n12
→ -20%	/	0.4µM*	/	?	0.32µM*	-16%	-3%	/	-30%[0.365 µM]	1.9µM*
- COc1ccc(OC)c(S(=O)(=O)N(C)CC(=O)N2CCN(c3ccc(F)cc3)CC2)c1
→ -1%	-10%	0%	12%	-17%	-7%	-8%	-22%	7	-7%	-2%
- CC(C)c1ccc(NC2CCCN(C(=O)c3ccsc3)C2)cc1 (configuration not stated)
→ /	6%	2%	1%	1%	-2%	-7%	6%	-1	-33%	-1%
- O=S1(=O)CCC(N2CCOCC2)C1 (configuration not stated)
→ 7%	-2%	-3%	5%	-2%	-3%	-2%	-3%	-1	3%	5%
- COC(=O)c1ccc(CSc2nc(-c3ccccc3)cs2)o1
→ -4%	45%	12%	6%	12%	12%	10%	0%	-11	?	8.5µM*
- CCn1c(SCC(=O)N2CCCc3ccccc32)nnc1-c1ccco1
→ -17%	-1%	-2%	-4%	-1%	4%	3%	-6%	14	37%	2%
- CCN(C(=O)CSc1nc2nc(C)cc(C)n2n1)c1cccc(C)c1
→ 3%	4%	-5%	-16%	-2%	-1%	-19%	-4%	-12	-4%	-2%
- CC(C)(C)c1ccc(C(=O)NC2CCS(=O)(=O)C2)cc1 (configuration not stated)
→ 6%	17%	9%	-8%	3%	20%	9%	/	0	34%	-15%
- Cc1ccccc1CS(=O)(=O)Cc1ccc(C(=O)NCc2ccccn2)o1
→ -17%	0%	0%	-6%	-2%	0%	-4%	2%	11	?	4%
- Cc1nnc(SCc2ccc(F)cc2)s1
→ -14%	?	?	10%	16%	?	6%	-2%	-10	20%	?
- CCOC(=O)c1ccc(NS(=O)(=O)c2ccc(-c3coc(C)n3)cc2)cc1
→ ?	18%	?	-10%	0%	2%	1%	1%	-14	-3%	-1%
- COc1ccccc1NC(=O)NN1CCCCC1
→ -12%	5%	-6%	?	6%	-3%	1%	-1%	16	9%	?
- NC(=O)N/N=C/c1ccc([N+](=O)[O-])o1
→ 1%&8%	-41%	1%	?	-19%	3%	1%	/	?	-22%[10 µM]	4%
- CC(=O)c1cccc(NC(=O)NNC(=O)c2ccc(Cl)cc2Cl)c1
→ 36%[activator]	-4%	-5%	-4%	-10%	-6%	-5%	5%	-2	23%	-6%
- CCC(c1ccccc1)c1nc(-c2ccccn2)no1 (configuration not stated)
→ 5%	85%	11%	1%	11%	24%	18%	0%	3	-4%	-20%
- Cc1ccc(CN(C)C(=O)c2cc(Br)c(Br)s2)o1
→ 5%	0%	-3%	7%	-7%	0%	-10%	1%	-10	-4%	3%
- CN(C)c1ccc(NC(=O)Cc2ccccc2)c2ccccc12
→ -18%	46%	4%	30%	13%	19%	2%	/	-27	28%	?
- COc1ccc(CCNC(=O)CN2CCN(Cc3ccccc3F)C2=O)cc1OC
→ /	-3%	-5%	3%	-2%	1%	-3%	1%	?	4%	-2%
- CCOc1ccc(S(=O)(=O)Nc2ccccc2C(=O)N(C)C2CCN(C)CC2)cc1
→ /	16%	-1%	/	3%	-6%	1%	/	-2	/	-2%
- CCn1c(=O)c(C(=O)NCc2ccc(OC)c(OC)c2)c(O)c2ccccc21
→ 0%	-23%	-3%	2%	-6%	5%	-2%	-1%	0	?	-1%
- O=C(NCCCN1CCCC1=O)c1ccc2c(c1)NC(=O)c1ccccc1S2
→ -7%	-3%	-2%	-3%	1%	1%	-1%	3%	-14	13%	-3%
- CCn1c(C)cc(/C=C2/NC(=O)N(CC(=O)Nc3cccc(C)c3)C2=O)c1C
→ -13%	-31%	-3%	5%	1%	-3%	-13%	-1%	-23	-2%	5%
- COc1ccc(OC(=O)c2cccnc2)cc1
→ 1%	-29%	-1%	4%	2%	0%	0%	1%	5	-22%	?
- COCCNC(=O)C1CCCN(c2ncccn2)C1 (configuration not stated)
→ -29%	0%	2%	/	0%	-2%	2%	1%	-14	36%[0.365 µM]	7%
- CCCCCNC(=O)C(C)NS(=O)(=O)c1ccc(OC)cc1 (configuration not stated)
→ 8%	-1%	/	2%	/	/	/	-1%	-2	0%	1%
